Assay outcomes (PubChem)
GLP-1R agonist = agonists of human GLP-1 receptor. P43220. HEK293 GLP-1R CRE-luciferase, luminescence, 4-6 h; cells express a hypersensitive GLP-1R form. Potency, µM (doses to about 45.6 µM), inactives show at the highest dose activation, hits mostly activators. hit rate 0.007% among 380,000. AID 624172; note: potency is the fitted concentration of half-maximal effect; % of control where 0% means no effect
HEK293 tox = cytotoxicity counter-screen for GLP-1 receptor inverse agonists; hit rate 0.13% among 410,000; AID 624418; HEK293 cAMP-luciferase reporter cells, luminescence, 24 h; Potency, µM (series often up to 38.3 µM), without a hit: top-dose activity change, negative = inhibition, actives largely listed as inhibitors;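 note: loss of luciferase light is scored as toxicity; potency is the fitted concentration of half-maximal effect; % is set by controls: 0 for no effect and ±100 for the full control effect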
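To flag toxic compounds, the library was rerun on cells for 24 hr at 37 deg C and 5% CO2. Viability-linked luminescence was captured 12 min after adding luciferase detection reagent.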
TDP43 rescue = inhibitors of TDP-43 toxicity in yeast; TDP-43 expressing yeast growth rescue, BacTiter-Glo, 24 h; hit rate 1.8% among 410,000; Potency, µM (series often up to 46.1 µM), inactives show top-dose growth rescue (activation), hits mostly activators; AID 652104; note: potency is the fitted concentration of half-maximal effect; % of control where 0% means no effect; nearly all actives have a fitted effect of over 50% in size
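Cell-based yeast growth screen: TDP-43 expression induced in galactose, inoculum OD600=0.02 after raffinose pregrowth to mid-log. Read-out BacTiter-Glo luminescence at 24 hr, 30 deg C; inhibition of toxicity seen as signal increase.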
DRD3 antagonist = blocks the human D3 dopamine receptor; P35462; D3R cells, DiscoveRx beta-arrestin luminescence, antagonist mode; active compounds read low; max response, negative = inhibition, %; hit rate 2.5% among 360,000; AID 652054; in the data active = max response below about -50%; inconclusive = no clear call, values can overlap the other calls; note: % is set by controls: 0 for no effect and ±100 for the full control effect; mostly tested at two doses, the higher about 12 µM
Target sequence (P35462 whole entry, looked up): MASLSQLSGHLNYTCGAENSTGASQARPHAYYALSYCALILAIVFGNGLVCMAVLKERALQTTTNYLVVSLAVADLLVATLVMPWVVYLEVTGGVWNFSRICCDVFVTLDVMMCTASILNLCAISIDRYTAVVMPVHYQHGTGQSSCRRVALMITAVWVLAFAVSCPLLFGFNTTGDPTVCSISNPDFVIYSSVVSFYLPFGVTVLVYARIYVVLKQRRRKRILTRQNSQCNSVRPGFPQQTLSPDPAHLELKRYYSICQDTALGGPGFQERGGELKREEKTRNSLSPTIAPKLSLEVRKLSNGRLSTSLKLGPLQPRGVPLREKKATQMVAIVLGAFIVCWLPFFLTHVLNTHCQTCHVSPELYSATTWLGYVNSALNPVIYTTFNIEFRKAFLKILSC
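Cells expressing the human receptor were seeded at 1500 cells/well, incubated overnight at 37 degrees C in 5% CO2, then exposed to library compounds with dopamine controls for 90 minutes at 37 degrees C before luminescent detection.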
aSyn yeast inh = rescues yeast growth from alpha-synuclein toxicity. AID 652106. Yeast expressing alpha-synuclein, growth rescue, BacTiter-Glo, 24 h. Potency, µM (highest dose often 46.1 µM), for the others: top-dose growth rescue (activation), usual class: activators. hit rate 0.14% among 370,000; note: potency is the fitted concentration of half-maximal effect; % of control where 0% means no effect; nearly all actives have a fitted effect of over 65% in size
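Galactose-induced alpha-syn yeast (OD600=0.02, raffinose-pregrown) + pinned cpd, 24 hr, 30 deg C; growth by BacTiter-Glo luminescence. Growth restoration scores as activation.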
DRD3 agonist = D3 dopamine receptor (human) agonism; P35462; D3R DiscoveRx beta-arrestin cells, luminescence, 90 min; max activation, %; hit rate 0.58% among 410,000; in the data active = max activation above about 30%; note: 0% is about no effect; mostly tested at two doses, the higher about 12 µM
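Agonist-mode cell screen: cells plated at 1500/well and incubated overnight at 37 °C, then exposed to library compounds for 90 min at 37 °C. Detection reagent was added for 30–60 min at room temperature, and luminescence was read.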
GLP1R inv ag = acts as inverse agonist at human GLP-1 receptor; P43220; AID 624417; hit rate 1.6% among 410,000; Potency, µM (series often up to 38.3 µM), for inactives: at the top dose activity change, negative = inhibition, usual class: inhibitors; HEK293 GLP-1R CRE-luciferase, luminescence, 24 h; GLP-1R form is constitutively active; note: potency is the fitted concentration of half-maximal effect; % is set by controls: 0 for no effect and ±100 for the full control effect; nearly all actives have a fitted effect of over 55% in size
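HEK293 cells stably co-expressing a cAMP-responsive luciferase reporter and constitutively active GLP-1R were seeded, incubated 12 h, then exposed to compounds for 24 h at 37 C. Luminescence was read 12 min after detection reagent; inverse agonists lower signal.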
PTHR1 agonist = PTHR1 (human) receptor agonism; Q03431; HEK293 GP2 PTHR1 cells, GloSensor cAMP luminescence, 1 h; Potency, µM (highest dose often 115 µM), for inactives: at the highest dose activation, most hits filed as activators; hit rate 0.075% among 410,000; note: potency is the fitted concentration of half-maximal effect; nearly all actives have a fitted effect of over 55% in size; some results filed as inactive show a strong effect at the top dose; inactives centre near -15; many of its hits are not listed in these tables
Target sequence (Q03431 whole entry, looked up): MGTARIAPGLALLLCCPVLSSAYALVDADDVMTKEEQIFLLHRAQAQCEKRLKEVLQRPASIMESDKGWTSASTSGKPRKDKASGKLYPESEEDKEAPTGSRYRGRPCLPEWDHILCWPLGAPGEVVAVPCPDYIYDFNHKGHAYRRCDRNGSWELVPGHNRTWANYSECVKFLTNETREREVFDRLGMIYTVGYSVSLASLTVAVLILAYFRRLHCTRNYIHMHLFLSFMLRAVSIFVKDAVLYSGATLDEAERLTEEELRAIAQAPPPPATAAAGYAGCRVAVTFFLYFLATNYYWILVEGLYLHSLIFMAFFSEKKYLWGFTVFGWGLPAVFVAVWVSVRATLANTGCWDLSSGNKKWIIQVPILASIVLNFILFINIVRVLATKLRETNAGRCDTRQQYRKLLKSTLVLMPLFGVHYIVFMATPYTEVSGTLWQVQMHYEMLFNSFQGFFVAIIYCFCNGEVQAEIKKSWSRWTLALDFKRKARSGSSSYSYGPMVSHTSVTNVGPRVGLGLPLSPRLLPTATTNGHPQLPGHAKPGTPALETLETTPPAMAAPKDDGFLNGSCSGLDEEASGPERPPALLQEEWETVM
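HEK-293-derived GP2 cells expressing PTHR1 and a GloSensor cAMP reporter, 3,000/well, plated overnight, given luciferin plus IBMX (each 0.5 mM as added) for 1 h at 37 °C, then compound for 1 h at 37 °C. Luminescence was read after 15 min at room temperature.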
KB-V1 MDR tox = KB-V1 MDR subline cytotoxicity. KB-V1 MDR cells viability, CellTiter-Glo, 72 h. Potency, µM (highest dose often 46.1 µM), for the others: at the top dose activity change, negative = cytotoxicity, hits mostly cytotoxic. hit rate 3.4% among 400,000. AID 1347076; note: potency is the fitted concentration of half-maximal effect; % is set by controls: 0 for no effect and ±100 for the full control effect; nearly all actives have a fitted effect of over 60% in size
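Following 72 h at 37 degrees C with compound, KB-V1 cell viability was read by CellTiter-Glo luminescence, medium being phenol-red-free DMEM plus 10% FBS; concentration-response parameters came from normalized, curve-fitted qHTS data.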
Starred values were filed as active, the others as inactive; i = inactive; u = inconclusive; x = no result given; [ ] = another dose, or the depositor's remark. Unless noted, calls come from the whole dose curve; as a rule, active = well fitted curve in the direction sought with a large enough effect; inconclusive = small, poorly fitted or top-dose-only effect, or another doubt; inactive = no such curve, though single readings can be large; an effect the other way counts as inactive or inconclusive. Some of the compounds tested; rates above refer to the full screens.

Order of results – GLP-1R agonist	HEK293 tox	TDP43 rescue	DRD3 antagonist	aSyn yeast inh	DRD3 agonist	GLP1R inv ag	PTHR1 agonist	KB-V1 MDR tox
[1] COc1ccc(C(CNC(=O)c2ccc(Cl)c(NC(=O)c3cccs3)c2)N2CCCC2)cc1 (stereo unspecified)
    2.8%	-14.5%	0.9%	-68.4*	0.2%	-30.1	u	-6.6%	16.3%
[2] O=S(=O)(c1ccccc1)C(Br)S(=O)(=O)c1ccccc1
    -3.8%	-8.6%	0.0%	8.2	-0.2%	3.6	37.3%[activator]	-23.9%	-20.5%
[3] Nn1c(-c2ccc(F)cc2)nc2ccccc2c1=O
    -2.7%	2.7%	0.2%	-11.6	-4.0%	-0.5	1.1%	-5.9%	-8.9%
[4] O=C(Cc1ccc(Cl)cc1)NNS(=O)(=O)c1ccc([N+](=O)[O-])cc1
    5.9%	0.6%	0.0%	-23.4	-4.8%	-7.1	0.1%	-7.8%	-1.8%
[5] COc1cccc(/C=N/NC(=O)c2ccccc2)c1OS(=O)(=O)c1ccccc1
    -8.3%	-11.6%	16.4%	-22.9	-0.1%	1.6	-27.1%	-28.5%	-29.7%
[6] CCn1c(=O)n(CC(=O)Nc2cc(OC)ccc2OC)c(=O)c2ccccc21
    -3.3%	2.3%	-1.1%	9.5	2.2%	-1.4	13.2%	i	-30.7%
[7] O=C(NCCS(=O)(=O)N1CCN(c2ccccc2)CC1)C1CCCC1
    5.4%	-3.2%	-18.7%	-2.1	-0.5%	-1.0	u	-74.3%[inhibitor]	-9.8%
[8] CC(=O)O[C@@H](C[C@@H](C)C1=C2C[C@H](O)C3[C@@]4(C)CCC(=O)C(C)(C)C4CC[C@]3(C)[C@@]2(C)CC1)[C@H]1OC1(C)C (stereo partly specified)
    -3.5%	0.7%	6.4%	9.5	0.5%	50.3*	-18.9%	-23.1%	-14.2%
[9] O=C(NC1CCCC1)C1CCCN1C(=O)Nc1ccccc1 (stereo unspecified)
    2.8%	-9.9%	-6.3%	-10.4	-2.8%	-11.6	11.4%	-5.0%	-1.9%
[10] CC1=C(c2ccc(C)c(C)c2)S(=O)(=O)N(Cc2ccc(C(=O)NCc3ccccc3F)cc2)C1=O
    x	16.3%	15.8%	x	x	0.5	5.9%	u	-12.4%
[11] Cc1c(NC(=O)N(C)C)c(=O)n(-c2ccccc2)n1C
    -8.4%	0.1%	3.7%	9.5	4.6%	2.4	3.5%	i	-0.1%
[12] C=CCC1(CC=C)CCCN1C(=O)c1cc(COc2ccccc2SC)on1
    0.1%	5.4%	-3.6%	-8.9	5.1%	-12.0	u	-21.5%	x
[13] N/C(=N/OC(=O)c1cccc([N+](=O)[O-])c1)c1cccc([N+](=O)[O-])c1
    -0.4%	-2.6%[7.66 µM]	3.2%	-53.1*	-8.7%	-5.2	17.8%[7.66 µM]	-14.6%	-10.7%
[14] Cc1cc(C(=O)OCC(=O)NCCc2ccccc2)c2ccccc2n1
    1.9%	2.6%	14.4%	-13.6	0.1%	50.8*	3.0%	-67.7%[inhibitor]	-3.7%
[15] O=C(NCc1ccco1)C(c1ccncc1)N(C(=O)Cc1cccs1)c1ccccc1 (stereo unspecified)
    8.4%	11.5%	-18.6%	-4.7	-0.9%	10.0	3.9%	-5.7%	6.7%
[16] CC(C)(C)N1C(=O)c2ccc(C(=O)Nc3ccc(C(=O)O)cc3)cc2C1=O
    -5.1%	-0.8%	20.6%	2.8	-0.7%	3.3	26.5%	-26.8%	0.0%
[17] CC(C)c1ccc(C2OC(CCc3ccccc3)Cc3[nH]c(=S)[nH]c(=O)c32)cc1 (stereo unspecified)
    1.1%	-8.7%	0.0%	-24.5	-0.7%	3.5	1.4%	i	u
[18] CCOC(=O)C1CCN(c2c(C(=O)c3ccccc3)cnc3ccc(CC)cc23)CC1
    6.8%	-37.3%	u	36.1	-17.3%	12.0	u	i	-1.0%
[19] O=[N+]([O-])C(=C1NCCN1)C(Cl)=C(Cl)Cl
    -2.7%	-5.3%	19.6%	2.8	0.8%	-2.6	6.4%	-16.7%	2.0%
[20] Cc1cc(NC(=O)CN2C(=O)NC(C)(c3ccc(Cl)cc3)C2=O)no1 (stereo unspecified)
    -1.3%	-5.6%	-10.6%	-9.0	-5.4%	-3.9	-3.4%	-19.7%	u
[21] CCc1cccc(NC(=O)CSc2nnc(Cc3ccc(OC)cc3)c(=O)[nH]2)c1
    -6.5%	-8.0%	28.2%	-4.4	0.2%	4.1	5.7%	i	u
[22] CCCCC(=O)Nc1ccc(NC(=O)CC)cc1OC
    0.2%	-9.6%	-2.1%	0.3	2.6%	4.0	5.7%	i	0.1%
[23] CCOC(=O)c1sc(NC(=O)c2ccc(S(=O)(=O)N3CCCCC3)cc2)nc1-c1ccccc1
    -4.4%	-3.5%	3.1%	14.5	2.6%	-2.3	0.7%	-46.3%[inhibitor]	u
[24] CCOCCCn1cc(C(=O)c2cc(Br)ccc2O)cc(C#N)c1=O
    7.5%	-24.6%	-24.5%	-19.1	1.2%	-15.2	-26.9%	-16.3%	u
[25] CC(=O)N1CCC(N(CCN2CCOCC2)C(=O)Nc2ccc(Cl)c(Cl)c2)CC1
    1.7%	2.9%	23.9%	19.9	1.7%	2.7	8.2%	-20.5%	3.7%
[26] CC(C)OCCCNC(=O)CN1C(=O)c2ccccc2Sc2ncccc21
    -0.6%	-1.9%	-0.3%	x	x	-12.5	11.8%	i	-14.7%
[27] N#Cc1ccsc1NC(=O)C1CCN(C(=O)c2ccc(Cl)cc2)CC1
    -0.8%	5.2%	-13.9%	-12.9	-1.4%	-17.9	u	i	-20.4%
[28] COc1cc(CN(C)c2ncnc3sccc23)ccc1OC(F)F
    17.4%	-3.7%	17.8µM*	0.6	2.3%	5.8	0.1%	-37.6%[inhibitor]	8.2µM*
[29] O=C(NCC1CCCO1)C1CC(=O)N(C2CCCC2)C1 (stereo unspecified)
    -8.6%	-12.9%	-13.0%	15.1	1.1%	16.1	0.0%	i	3.3%
[30] O=C1CCCN1CCCNc1ccc(S(=O)(=O)N2CCCCC2)cn1
    1.4%	0.4%	-6.6%	-12.6	-8.7%	-5.2	0.0%	25.3%[57.5 µM]	6.3%
[31] c1ccc(Cc2nnc3sc(-c4ccco4)nn23)cc1
    6.8%	-8.0%	11.0%	-28.7	-0.4%	-5.8	4.4%	-14.9%	4.7%
[32] CN(C)CCN(Cc1ccccc1)S(=O)(=O)c1ccc2[nH]c(=O)ccc2c1
    6.7%	-1.0%	18.0%	x	-0.5%	-4.2	15.0%	i	0.0%
[33] Cn1cc(C(=O)C(=O)N2CCOCC2)c2ccccc21
    1.2%	u	-0.3%	-12.4	-5.3%	-8.3	1.9%	-49.4%[inhibitor]	-5.0%
[34] Cc1ccc(/C=C/C(=O)NCCCN2CCN(CCCNC(=O)/C=C/c3ccc(C)o3)CC2)o1
    -0.8%	-12.4%	18.7%	-10.7	3.9%	2.5	-2.0%	-15.6%	u
[35] O=C(COC(=O)CNC(=O)c1cccc(OC(F)F)c1)NCc1ccc2c(c1)OCO2
    4.6%	-3.0%	2.6%	-15.4	-2.6%	-3.8	-1.8%	i	3.0%
[36] Cc1ccc(NC2=NCC(=O)N2C2CCCC2)cc1C
    -0.1%	3.8%	-3.1%	11.0	-7.8%	-11.1	-2.4%	i	-8.8%
[37] N#Cc1ccc(N2CCN(c3ccc(F)cc3)CC2)cc1
    -6.2%	-3.7%	16.7%	19.3	-12.9%	-1.3	5.6%	-15.2%[57.5 µM]	0.0%
[38] CC1CC(C)CN(C(=O)C2CCC(CNS(=O)(=O)c3ccccc3)CC2)C1 (stereo unspecified)
    -2.0%	-42.4%	15.7%	9.6	16.7%	3.9	u	i	0.4%
[39] Oc1ccccc1-c1cncn1Cc1ccccc1
    6.0%	-0.5%	-7.8%	-21.7	-3.3%	-23.0	-28.1%	i	u
[40] COc1ccc(/C=C/C(=O)NC(=S)NNC(=O)c2ccco2)cc1
    -19.8%	-26.3%	u	u	24.4%	0.0	u	i	u
[41] COC(=O)C1C2C=CC3(CN(C4CCCC4)C(=O)C13)O2 (stereo unspecified)
    -0.2%	65.7%[activator]	-10.7%	7.0	1.3%	0.7	2.7%	i	23.6%
[42] Cc1cc(Br)cn2c(Cc3ccsc3)c(-c3ccc(Cl)cc3)nc12
    -3.2%	u	10.0%	-21.6	-13.0%	-1.2	u	-48.9%[inhibitor]	-10.4%
[43] COc1ccc(-c2cc(C)no2)cc1S(=O)(=O)NCCCN1CCCCCC1
    -1.9%	5.4%	-3.2%	1.8	14.6%	-7.8	u	9.1%	-11.9%
[44] COc1ccc(NC(=O)CSc2nnc(Cn3cnc4ccccc43)o2)cc1
    3.7%	7.2%	-7.1%	4.9	-2.0%	4.4	5.6%	-8.9%	1.5%

An excerpt from above, reduced to KB-V1 MDR tox and TDP43 rescue.
# | Molecule | KB-V1 MDR tox | TDP43 rescue
41 | COC(=O)C1C2C=CC3(CN(C4CCCC4)C(=O)C13)O2 (stereo unspecified) | 23.6% | -10.7%
42 | Cc1cc(Br)cn2c(Cc3ccsc3)c(-c3ccc(Cl)cc3)nc12 | -10.4% | 10.0%
